ABCG2 inh: ABCG2 efflux pump inhibitors, primary screen, multiplex with ABCB1, IgMXP3 cells, flow cytometry | Broad substrate specificity ATP-binding cassette transporter ABCG2 (Homo sapiens), Q9UNQ0 | JC-1 efflux | inhibition, % at 6.6 µM | 190,000 compounds, 0.1% hits | AID 1325, 2008;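 active = inhibition above 80%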;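 also: 0% = DMSO and 100% = nicardipine control wells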
Target sequence (Q9UNQ0 whole entry, looked up): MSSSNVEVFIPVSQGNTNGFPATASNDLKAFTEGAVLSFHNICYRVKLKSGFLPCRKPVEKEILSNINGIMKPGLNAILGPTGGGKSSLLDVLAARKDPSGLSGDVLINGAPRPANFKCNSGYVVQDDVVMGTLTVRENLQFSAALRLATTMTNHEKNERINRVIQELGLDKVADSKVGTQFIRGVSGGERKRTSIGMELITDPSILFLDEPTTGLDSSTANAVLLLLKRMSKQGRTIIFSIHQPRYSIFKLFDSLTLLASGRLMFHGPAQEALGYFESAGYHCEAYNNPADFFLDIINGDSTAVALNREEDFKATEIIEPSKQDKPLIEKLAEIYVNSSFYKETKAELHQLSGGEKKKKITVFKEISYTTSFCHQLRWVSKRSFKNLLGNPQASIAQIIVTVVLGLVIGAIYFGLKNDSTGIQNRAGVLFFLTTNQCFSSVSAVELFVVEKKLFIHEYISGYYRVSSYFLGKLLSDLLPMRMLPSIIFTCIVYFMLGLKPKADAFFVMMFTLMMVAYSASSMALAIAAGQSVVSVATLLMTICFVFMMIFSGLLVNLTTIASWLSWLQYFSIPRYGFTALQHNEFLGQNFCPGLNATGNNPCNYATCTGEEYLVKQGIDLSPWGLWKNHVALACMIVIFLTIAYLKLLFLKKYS
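Incubation: cells with compound and JC-1, 10 min at 25 °C, rotating, no wash / Test system: IgMXP3 (ABCG2) plus far-red-tagged CCRF-Adr (ABCB1) cells / Compound dosing: one concentration, 6.6 µM final / Also added: JC-1 fluorescent substrate / Evaluation: efflux inhibition in percent versus controls / Detection: flow cytometry, 530 nm JC-1 signal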
Rab7 wt modul: modulators of GTP binding to Rab7, primary screen, biochemical, wildtype, multiplex bead flow cytometry. Rab7 GTPase wild type (dog), Bodipy-FL-GTP binding. GST-Rab7 beads, fluorescent GTP binding; actives lie on both sides; untreated = 100%, excess cold GTP = 0%. GTP binding activity (percent of control), % at 10 µM. 190,000 compounds, 0.055% hits. AID 758, 2007;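 active = fluorescent GTP binding to Rab7 beads changed by at least 20 points from the 100% baseline, either direction, mostly lower; inconclusive = compound itself probably fluorescent, or too few beads counted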;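 also: median green fluorescence of bound Bodipy-FL-GTP per Rab7 bead population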
Mcl1 Noxa PPI: Mcl-1/Noxa binding inhibitors, primary screen, biochemical, TR-FRET, 1536-well; TR-FRET Mcl-1/Noxa peptide binding, 2 h; inhibition, % at 21.7 µM; 220,000 compounds, 1.5% hits; AID 1022, 2008;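 active = compounds that cut the protein-peptide binding signal by more than 50% relative to plate controls in a single-dose test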;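 also: His-tagged Mcl-1 with rhodamine Noxa BH3 peptide and terbium anti-His antibody; 0% = Mcl-1 plus Noxa peptide wells and 100% = peptide-only wells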
Cdc42 wt: modulators of GTP binding to wildtype Cdc42, primary screen, biochemical, multiplex bead flow cytometry, Bodipy-GTP. AID 761, 2007. percent activity (GTP binding), % at 10 µM. 190,000 compounds, 0.2% hits. Cell division control protein 42 homolog (Homo sapiens), P60953. GST-Cdc42 beads; actives lie on both sides;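 active = percent activity GTP binding at least 20 points away from the 100% baseline, either down as inhibitor or up as activator; inconclusive = compound flagged as likely green fluorescent from well-wide comparison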;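 also: median bead fluorescence of bound Bodipy-FL-GTP at 100 nM; 0% = excess unlabeled GTP control and 100% = no compound control; below 100% means less GTP binding so inhibitor and above means activator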
Target sequence (P60953 whole entry, looked up): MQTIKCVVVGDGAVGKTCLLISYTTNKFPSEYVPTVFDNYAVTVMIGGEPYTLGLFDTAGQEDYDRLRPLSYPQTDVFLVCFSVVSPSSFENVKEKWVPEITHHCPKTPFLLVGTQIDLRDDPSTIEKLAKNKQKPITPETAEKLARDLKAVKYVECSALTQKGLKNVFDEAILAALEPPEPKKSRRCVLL
HRas wt GTP: modulators of GTP binding to HRas wildtype, primary screen, biochemical, bead-based flow cytometry, multiplex; 190,000 compounds, 0.14% hits; GTPase HRas (Homo sapiens), P01112; GTP binding activity, % at 10 µM; AID 759, 2007; GST-Ras wt beads, Bodipy-FL-GTP binding; actives lie on both sides;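 active = GTP binding activity at least 20% away from the 100% baseline, either lowered as inhibitor or raised as activator; inconclusive = flagged as likely green fluorescent, judged across all proteins in the well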;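 also: 0% = unlabeled GTP competition control and 100% = no-compound control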
Target sequence (P01112 whole entry, looked up): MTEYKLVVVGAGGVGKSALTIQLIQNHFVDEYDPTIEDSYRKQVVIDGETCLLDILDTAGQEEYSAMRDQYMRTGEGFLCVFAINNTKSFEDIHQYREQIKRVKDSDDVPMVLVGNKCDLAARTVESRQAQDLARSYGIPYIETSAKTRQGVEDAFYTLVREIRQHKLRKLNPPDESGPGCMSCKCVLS
Rac1 wt modul: wildtype Rac1 GTP binding modulators, primary screen, biochemical, GST-Rac1 beads, flow cytometry, multiplex | Ras-related C3 botulinum toxin substrate 1 (Homo sapiens), P63000 | fluorescent GTP binding; actives lie on both sides; 0 = cold GTP competed, 100 = untreated | GTP binding activity (% of control), % at 10 µM | 190,000 compounds, 0.27% hits;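 active = GTP binding activity at least 20 points away from the 100% control level, either lower or higher; inconclusive = compound flagged as likely green fluorescent, judged across all proteins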
ABCB1 inh: ABCB1 efflux pump inhibitors, primary screen, cell-based, multiplex, flow cytometry, ABCG2 counter-screen; CCRF-Adr cells, JC-1 efflux; inhibition, % at 6.6 µM; 190,000 compounds, 0.067% hits; in the data active = inhibition above about 40%;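 also: 0% = vehicle and 100% = reference inhibitor; higher value means more JC-1 retained so stronger ABCB1 efflux block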
Rab2A wt mod: modulators of GTP binding to Rab2A wildtype, primary screen, biochemical, dog, bead-based flow cytometry, multiplex; 190,000 compounds, 0.19% hits; GST-Rab2 wt beads, Bodipy-GTP binding; GTP binding activity, % at 10 µM; Ras-related protein Rab-2A (Canis lupus familiaris), P61105; AID 760, 2007;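 active = GTP binding activity at least 20 points away from 100%, either lowered or raised; inconclusive = signal likely due to the compound's own green fluorescence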;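 also: 0% = beads with excess unlabeled GTP and 100% = no-compound control corrected for plate trend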
Rac1 act GTP bind: GTP binding modulators of activated mutant Rac1, primary screen, biochemical, bead-based flow cytometry, multiplex, fluorescent GTP. 190,000 compounds, 0.11% hits. GST-Rac1 activated beads; actives lie on both sides; 100% means binding = to untreated wells. Ras-related C3 botulinum toxin substrate 1 (Homo sapiens), P63000. percent activity (GTP binding), % at 10 µM;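 active = GTP binding at least 20 percentage points away from the 100% baseline, in either direction, so actives lie on both sides; inconclusive = Compound likely fluorescent itself, or too few beads counted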
Pf gametocyte: late stage P. falciparum gametocyte viability inhibitors, primary screen, ATP luminescence, HTS. 150,000 compounds, 0.065% hits. inhibition, % at 10.9 µM. P. falciparum stage V gametocytes, 24 h;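 active = inhibition above the mean plus 3 SD of compounds within the control limits, set per campaign, cut at about 38% in these data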;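 also: 0% = DMSO wells and 100% = medium only without gametocytes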
Avidin bead fluor: green autofluorescence of compounds with avidin beads – biophysical, 488/530 nm, flow cytometry, artefact control, profiling panel; 220,000 compounds, 0.38% hits; AID 1775, 2009; compound fluorescence 488/530 nm; hits give high values; fluorescence (KMESF) at 10 µM; in the data active = fluorescence above about 47; also: inactives centre near 10
An asterisk follows results filed as active; ? = inconclusive; / = not tested or not shown.

Structure	ABCG2 inh	Rab7 wt modul	Mcl1 Noxa PPI	Cdc42 wt	HRas wt GTP	Rac1 wt modul	ABCB1 inh	Rab2A wt mod	Rac1 act GTP bind	Pf gametocyte	Avidin bead fluor
CCOc1ccc(-c2c(=O)n(OCc3ccccc3Br)c3ccccc3[n+]2[O-])c(OCC)c1	23	95	5	94	94	96	1.9	93	92	-17	9
O=C(CN1N=C(c2ccccc2)CCC1=O)NCc1ccco1	11	99	6	102	104	104	1.0	102	100	-15	18
Cc1nc2nc[nH]n2c(=O)c1CCC(C)C	1	96	12	99	96	95	0.1	96	96	/	7
CCOc1cc(CNc2nn[nH]n2)ccc1OCC(=O)NC(C)(C)C	6	96	23	98	98	102	0.3	96	97	-7	10
CC1Cn2c(nc3c2c(=O)[nH]c(=O)n3C)O1 (stereo unspecified)	1	89	-10	93	91	90	0.5	91	93	/	1
O=C(CN1NS(=O)(=O)c2ccccc2C1=O)Nc1ccccc1OC(F)F	2	101	-18	101	98	100	0.1	99	99	0	2
COc1ccccc1NC(=O)CC1S/C(=N/N=C2\CCCc3ccccc32)NC1=O (stereo unspecified)	4	95	5	93	92	95	1.7	91	93	-27	4
COC(=O)c1nn(-c2ccccc2)c(=O)cc1Oc1ccccc1	1	100	-6	102	103	100	0.4	102	99	28	8
C=CCNc1nc(SC)nc2ccsc12	3	96	-3	99	99	96	0.6	97	94	/	4
CN1C(=S)SC(N(O)C(=O)Nc2ccc(Cl)c(Cl)c2)C1(C)C (stereo unspecified)	2	96	7	99	97	106	0.8	93	102	-17	13
C=CCN1C(=O)/C(=C2/Sc3ccccc3N2C)SC1=Nc1ccccc1C	4	97	2	99	97	98	0.8	97	98	/	31
COC(=O)CN(C#N)c1nc(SC)nc(N(C)C)n1	4	102	-3	98	99	97	1.4	101	97	/	11
COc1ccc2nc3sc(C(=O)NCCN4CCc5ccccc5C4)cc3cc2c1	8	99	29	96	91	91	0.9	92	96	10	12
CSc1cccc(NC(=O)N2CCCC(CNS(=O)(=O)Cc3ccccc3)C2)c1 (stereo unspecified)	1	99	-15	97	97	99	-0.2	98	95	-9	6
CN(C)C(=O)CN1C(=O)C2CC=C(Cl)CC2C1=O (stereo unspecified)	-3	95	2	98	98	94	-2.3	95	93	6	7
C=Cn1c(C(=O)O)ccc1-c1ccc(OC)cc1	1	99	14	94	97	98	0.1	92	92	-4	9
C/C(=N/OC(=O)CC(C)C)c1cc(-c2ccc(Cl)cc2)no1	3	95	-1	96	98	101	-0.3	96	95	27	5
CCO[C@H]1OC(C(N)=O)=C[C@@H](c2ccc(Br)cc2)[C@@H]1CCCO	1	104	-5	95	97	95	0.1	98	95	/	6
Cc1ccc(-c2nn(CCC(=O)O)cc2CCC(=O)O)cc1	1	98	23	99	99	98	0.4	98	98	/	12
O=c1[nH]c(-c2cccnc2)nc2ccccc12	14	104	-3	101	101	106	0.0	98	98	/	10
COC(=O)c1sccc1NC(=O)c1sccc1C	1	97	-17	102	102	101	-0.1	99	101	23	7
O=C(CN1CCN(C2CCCCC2)CC1)NCCC1=CCCCC1	1	105	33	106	105	106	0.2	104	100	-36	5
CC(C)c1ccc(N=c2c([N+](=O)[O-])nn(-c3ccc4c(c3)OCCO4)n2O)cc1	0	88	6	89	90	91	-0.2	90	90	-4	7
CCN(CC)S(=O)(=O)c1cc(NC(=O)c2cc(-c3ccccn3)nc3ccccc23)ccc1C	6	93	12	96	96	100	3.0	95	95	/	8
COc1ccc(NC(=O)c2ccccc2)c([N+](=O)[O-])c1	19	105	9	98	97	101	1.1	98	98	3	12
Cc1ccc(S(=O)(=O)N2CCN(Cc3ccccn3)CC2)cc1	2	102	28	97	100	101	0.2	98	97	/	12
COc1ccc(C(=O)N2CCOC23CCN(c2ncccn2)CC3)cc1	5	100	-6	97	97	99	0.6	97	94	10	9
CN(Cc1cn[nH]c1-c1cc2ccccc2o1)CC1CCOCC1	2	94	10	97	98	101	1.6	99	98	/	5
Cn1ccsc1=NC(=O)c1ccccc1F	0	106	-4	97	96	97	-0.7	98	96	14	18
C=CCNC(=O)c1ccc(-c2nc(-c3ccc(Cl)c(Cl)c3)cs2)cc1	2	103	5	102	102	102	0.1	101	99	-11	9
CCCSc1cc(=O)n(-c2ccccc2)nc1C(=O)OCC	14	100	0	99	98	105	0.7	100	98	4	12
O=C(COC(=O)CCc1nc2ccccc2s1)Nc1cccc(S(=O)(=O)N2CCOCC2)c1	8	97	1	104	101	103	-1.1	98	99	0	8
Cc1nn(Cc2ccccc2)c2sc(C(=O)N3CCN(Cc4ccc5c(c4)OCO5)CC3)cc12	9	99	1	102	100	105	2.2	100	99	-9	37
O=C(O)/C=C/c1cccc(OCc2ccccc2)c1	1	89	12	96	94	93	-0.1	95	91	-17	8
O=C(NCCc1ccccc1)c1ccc(Br)o1	28	98	11	104	102	102	2.8	105	101	-20	8
COc1ccc(Cc2[nH]n3c(=O)c(Cl)c(C)nc3c2-c2ccccc2)cc1	-6	96	-23	88	93	97	-0.8	91	88	-2	8
N/C(Cc1ccc(Cl)cc1)=N\OC(=O)c1ccc2ccccc2c1	9	103	-6	101	100	108	0.5	100	100	/	26
Cc1c(C(=O)C(C)C)n(C)c2ccccc12	0	103	1	104	104	100	0.1	104	99	6	7
COc1ccc(/C=C2\SC(=O)N(CCNC(=O)C3CC4C=CC3C4)C2=O)cc1 (stereo unspecified)	10	105	2	99	99	97	1.7	102	97	-10	9
O=C(NCc1ccc2c(c1)OCO2)c1c(F)c(F)c(F)c(F)c1F	2	103	-19	105	104	104	0.1	104	101	-2	33
CCOC(=O)c1c(NC(=O)C2CC=CCC2C(=O)O)sc(C)c1CC (stereo unspecified)	3	96	8	85	90	89	0.3	87	85	7	9
COc1ccc(N=Cc2ccc(-c3ccccc3)o2)cc1	2	105	12	99	99	98	0.1	100	93	-34	13
Cc1cccc(NC(=O)CN2C(=O)CNC2=O)c1	0	100	6	100	100	106	0.0	100	99	-4	6
COc1ccccc1CN1C(=O)c2ccncc2C1=O	0	98	15	103	101	108	0.0	99	100	/	14
Cc1c(N2C(=O)/C(=C/c3ccccc3)SC2=S)c(=O)n(-c2ccccc2)n1C	-1	99	13	99	97	100	0.1	99	101	/	10
O=C(CSc1cccc[n+]1[O-])Nc1cccc(S(=O)(=O)NC2=NCCCCC2)c1	1	103	22	96	98	102	0.2	97	97	-5	12
COc1cc(-c2cn(S(=O)(=O)c3cccc4nsnc34)nc2N)cc(OC)c1OC	0	99	6	104	101	106	0.4	99	100	11	28
COc1cccc(NC(=O)c2ccncc2)c1	5	97	-12	104	103	103	0.5	104	99	35	6
Cc1cc(C(=O)OCC(=O)N2CC(C)CC(C)C2)c(C)o1 (stereo unspecified)	11	98	19	101	99	99	0.2	98	97	-40	9
NS(=O)(=O)c1ccc(N/N=C/c2ccccc2Br)cc1	1	104	37	92	95	94	-0.2	97	94	-17	25

The list continues.
Structure	ABCG2 inh	Rab7 wt modul	Mcl1 Noxa PPI	Cdc42 wt	HRas wt GTP	Rac1 wt modul	ABCB1 inh	Rab2A wt mod	Rac1 act GTP bind	Pf gametocyte	Avidin bead fluor
Cc1ccc(N=Cc2cc(C)n(C3CCCC3)c2C)cc1	2	103	12	102	102	100	0.4	101	98	27	11
O=C(O)CC(NC(=O)C(F)(F)F)c1ccc2c(c1)OCO2 (stereo unspecified)	9	96	6	89	93	94	-0.1	91	90	-4	10
O=C(CN1C(=O)c2ccccc2C1=O)NCc1ccccn1	0	95	17	98	97	96	0.0	95	95	/	34
O=C(Nc1ccc(F)cc1)c1cc(S(=O)(=O)N2CCCCC2)cs1	4	106	3	101	101	98	0.8	104	94	-2	18
CC(C)(C)NC(=O)CSc1nc(N)c(-c2ccccc2)c(=O)[nH]1	0	?	2	?	?	?	-0.3	?	?	/	15
OCCCc1nc2ccccc2[nH]1	4	96	-9	98	98	101	0.6	97	96	-18	6
COC(=O)C1NN=C(C(=O)c2ccc(Br)cc2)C1c1cccc(Br)c1 (stereo unspecified)	-2	96	-8	102	103	104	-0.7	98	101	4	6
COCCOC(=O)C1=C(N)OC2=C(C(=O)CCC2)C1c1cccnc1 (stereo unspecified)	1	100	11	100	100	102	0.7	100	98	/	11
O=C(Cn1nnc(-c2ccc(Cl)cc2)n1)NC1CCN(Cc2ccccc2)CC1	0	93	20	95	95	95	0.0	95	95	/	4
COCCCNC(=O)/C(C#N)=c1\s/c(=C\c2ccccc2OC(F)F)c(=O)n1CCCOC	41	97	-8	106	100	104	3.1	101	100	9	12
O=C(CSc1nnc(SCc2ccccc2Cl)s1)N/N=C/c1c[nH]c2ccccc12	-1	95	26	92	91	90	-0.3	89	90	-37	14
COc1ccc(/C=N/n2c(SC)nnc(C(C)(C)C)c2=O)cc1	11	101	-1	100	98	103	0.5	99	97	/	9
COc1cccc2cc(C(=O)N(C)C3CCN(C)CC3)c(=O)oc12	1	97	2	101	99	100	0.2	98	96	/	3
O=C(CSCC(=O)N1CCN(c2ccccc2)CC1)Nc1nc(-c2ccc(Cl)s2)cs1	-5	95	-17	94	95	104	-2.1	96	97	/	7
Cc1ccc(S(=O)(=O)NCc2n[nH]c(=S)n2C)cc1	1	102	-10	105	102	102	0.2	103	100	/	22
O=C1CCCN1CCC1CCN(C(=S)Nc2ccc(F)cc2)CC1	1	103	7	104	102	105	-0.2	103	100	/	13
Cc1nc2ccccn2c1C(=O)N/N=C/c1cc(C)n(-c2ccc(Cl)cc2)c1C	2	91	22	92	97	101	0.9	98	94	23	21
